TDP1 cell noCPT = qHTS for Inhibitors of human tyrosyl-DNA phosphodiesterase 1 (TDP1): qHTS in cells in absence of CPT; DT40 Tdp1-/- hTDP1 cells, no CPT, ATP luminescence, 48 h; Potency, µM (highest dose often 46.2 µM), for the others: at the highest dose activity change, negative = growth inhibition, hits mostly inhibitors; 420,000 tested, 15% active; further: nearly all actives have a fitted effect of over 55% in size
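Compound effects on proliferation are scored in DT40 Tdp1-/-;hTDP1 cells in the absence of CPT. ATP levels (CellTiter-Glo luminescence) are recorded after a ≥48 hr, 37 °C incubation.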
KAT2A inh = GCN5L2 (KAT2A) acetyltransferase inhibition. Q92830. GCN5L2 HAT assay, ThioGlo1 CoA-SH fluorescence. Potency, µM (titrated, usually from 58.9 µM), inactives show at the top dose activity change, negative = inhibition, hits mostly inhibitors. 390,000 tested, 0.21% active. AID 504327
Target sequence (Q92830 whole entry, looked up): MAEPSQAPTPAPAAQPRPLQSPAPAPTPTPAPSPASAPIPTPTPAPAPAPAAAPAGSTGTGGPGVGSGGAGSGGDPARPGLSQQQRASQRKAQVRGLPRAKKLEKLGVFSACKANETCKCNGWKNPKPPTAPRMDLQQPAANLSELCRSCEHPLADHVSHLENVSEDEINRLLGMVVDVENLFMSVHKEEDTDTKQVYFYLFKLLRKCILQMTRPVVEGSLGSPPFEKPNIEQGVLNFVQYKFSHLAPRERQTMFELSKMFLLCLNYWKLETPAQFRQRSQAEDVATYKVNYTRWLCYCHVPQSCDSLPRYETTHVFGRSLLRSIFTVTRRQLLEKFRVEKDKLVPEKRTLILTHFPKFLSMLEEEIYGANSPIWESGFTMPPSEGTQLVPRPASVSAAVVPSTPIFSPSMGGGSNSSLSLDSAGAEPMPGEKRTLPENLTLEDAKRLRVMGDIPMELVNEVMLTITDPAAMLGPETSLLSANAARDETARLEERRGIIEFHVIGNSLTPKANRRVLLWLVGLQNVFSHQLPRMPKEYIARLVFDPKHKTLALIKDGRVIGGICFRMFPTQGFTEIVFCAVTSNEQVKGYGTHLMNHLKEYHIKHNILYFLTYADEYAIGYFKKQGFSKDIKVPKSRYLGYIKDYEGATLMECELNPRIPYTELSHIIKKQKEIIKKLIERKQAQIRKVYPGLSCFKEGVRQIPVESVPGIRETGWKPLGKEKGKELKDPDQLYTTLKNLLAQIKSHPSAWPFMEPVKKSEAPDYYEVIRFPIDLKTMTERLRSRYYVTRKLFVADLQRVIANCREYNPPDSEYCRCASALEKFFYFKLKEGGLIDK
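Compounds, pin-transferred from DMSO stocks, meet 20nM GCN5L2 for 15 min before the reaction begins with H3(1-25) peptide (75uM) and acetyl-CoA (70uM). Thiol-reactive ThioGlo1 reports CoA release over 20 min at room temperature.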
DT40 TDP1 CPT = growth inhibition of DT40 Tdp1-/-;hTDP1 cells with camptothecin (screen for TDP1 inhibitors); Potency, µM (top dose mostly 46.2 µM), for inactives: top-dose activity change, negative = growth inhibition, most hits filed as inhibitors; 420,000 tested, 12% active; chicken DT40 Tdp1-/-;hTDP1 cells + 20 nM CPT, ATP luminescence, 48 h; further: nearly all actives have a fitted effect of over 55% in size
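Chicken DT40 Tdp1-/- cells stably complemented with human TDP1 were seeded at 400 cells/well in medium containing 20 nM camptothecin, exposed to pin-transferred compounds, and grown at 37 °C for at least 48 hr. Viability was read as ATP luminescence.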
An asterisk follows results filed as active; ? = inconclusive; . = no result given; & = joins results of further samples; [ ] = another dose, or the depositor's remark. The call rests on the fitted dose curve; in most records, active means well fitted curve in the direction sought with a large enough effect; inconclusive means small, poorly fitted or top-dose-only effect, or another doubt; inactive means no such curve, though single readings can be large; an effect the other way counts as inactive or inconclusive. On the % scale 0 is the no-effect control and ±100 the full control effect; potency means the concentration at half of the fitted maximal effect.

canonical_smiles | TDP1 cell noCPT | KAT2A inh | DT40 TDP1 CPT
CCCOc1ccc(F)cc1-c1cc(C(=O)NCc2ccc(F)cc2)[nH]n1 | ? | . | 15µM*
CC(=O)Nc1cncc(-c2cccc(C(=O)NCCN(C)C)c2)n1 | -13% | . | 0%
CC(C)(C)NC(=O)NC(=O)CN1c2cccc3cccc(c23)S1(=O)=O | -15% | -5% | -7%
OCCN(Cc1ccccc1)Cc1ccccc1Cl | -5% | -1% | -24%
O=C(c1ccc(CNS(=O)(=O)c2cccc(C(F)(F)F)c2)cc1)N1CCOCC1 | ? | -6% | -18%
COC(=O)c1cc2c(s1)-c1ccccc1CC2 | ? | 0% | ?
CN1CCN(c2cc(C(F)(F)F)nc(-c3ccccn3)n2)CC1 | 9% | -3% | -1%
CCCc1nc2nc(C)c(NS(=O)(=O)c3ccc(C4CCCCC4)cc3)c(=O)n2[nH]1 | -7% | -3% | 7%
N=C1C(c2nc(-c3ccc(Br)cc3)cs2)=C(O)CN1NC(=O)c1ccc([N+](=O)[O-])cc1 | -7% | 18% | 19%
CC1(C)C[C@H]2C3=CCC4[C@@]5(C)CC[C@H](O)C(C)(C)C5CC[C@@]4(C)[C@]3(C)[C@@H](O)[C@@H](O)[C@@]2(CO)[C@@H](O)[C@@H]1O (some centres not stated) | ? | -2% | -11%
Cc1cc(C)c(S(=O)(=O)N2CCOC2CNC(=O)C(=O)NCCc2c[nH]c3ccccc23)c(C)c1 (configuration not stated) | 18µM* | -5% | 26µM*
COCCCNC(=O)CC1C[C@H](C(=O)N2CCOCC2)[C@@]2(CCC3CCCC3)c3[nH]c4ccc(OC)cc4c3CCN2C1=O (some centres not stated) | -21% | -3% | ?
CCc1cc(-c2n[nH]c(=S)n2C(C)c2ccccc2)cs1 (configuration not stated) | -18% | -3% | ?
COC(=O)c1ccc(CN2CCN(CC=C(C)C)C(CCO)C2)cc1 (configuration not stated) | -12% | -4% | 5%
CC1(C)C([N+](=O)[O-])C(c2ccc(Cl)cc2)NC(c2ccc(Cl)cc2)C1[N+](=O)[O-] (configuration not stated) | 1% | -1% | -23%
Cc1ccc(S(=O)(=O)N2CCC[C@H]2C(=O)Nc2ccc(F)cc2C)cc1 | -11% | -1% | ?
CCC(C)N(C(=O)c1csnn1)C(C(=O)NC1CCCC1)c1c(F)cccc1Cl (configuration not stated) | ? | -3% | -4%
COC(=O)c1ccc(CN2C(=O)NC(c3ccccc3)(c3ccccc3)C2=O)o1 | ? | -4% | -5%
CCC(=O)NC(=S)NNC(=O)c1ccc(NC(=O)c2ccccc2)cc1 | 7.3µM* | 4% | 5.8µM*
CC(C)NC(=O)COc1coc(CN2CCN(C(=O)c3ccco3)CC2)cc1=O | 5% | -3% | -17%
Cc1cccc(-c2cccc(NC(=O)C3CCCN(C(=O)c4cccnc4)C3)c2)c1 (configuration not stated) | 15µM* | -1% | 18µM*
CCN(CC)CCNC(=O)c1ccc(NC(=O)c2ccc(S(=O)(=O)N3CCCC3)cc2)cc1 | 2% | . | -3%
O=C(Nc1ccc(Cl)cc1)NC1CCCCC1 | 1% | -3% | -10%
CCC(=O)N1CCc2cc(CNC(=O)C(CC)c3ccccc3)ccc21 (configuration not stated) | -21% | 0% | -18%
CCOC(=O)c1c(C)n(C)c2ccc(OCCN(C)C)cc12 | 8% | 1% | -5%
CC1CCC(NC(=O)C2c3ccccc3C(=O)N2Cc2cccs2)CC1 (configuration not stated) | ? | -2% | ?
CCOC1CCCc2oc(-c3ccc(OC)cc3)c(C#CCCO)c21 (configuration not stated) | 16µM* | . | ?
Cc1ccc(/C=N/NC(=O)COc2ccc(Cl)c(C)c2)o1 | 7% | -8% | 32%[activator]
O=C(c1cccc(F)c1)N1CCN(C(=O)C(c2ccccc2)c2ccccc2)CC1 | ? | 1% | -7%
CCCCC(CC)CNC(=O)CN(C)S(=O)(=O)c1cccc2nsnc12 (configuration not stated) | -29% | -16% | ?

Compounds shown so far that contain a nitro group on carbon, in the order listed:
canonical_smiles | TDP1 cell noCPT | KAT2A inh | DT40 TDP1 CPT
N=C1C(c2nc(-c3ccc(Br)cc3)cs2)=C(O)CN1NC(=O)c1ccc([N+](=O)[O-])cc1 | -7% | 18% | 19%
CC1(C)C([N+](=O)[O-])C(c2ccc(Cl)cc2)NC(c2ccc(Cl)cc2)C1[N+](=O)[O-] (configuration not stated) | 1% | -1% | -23%

The listing picks up; the two compounds before the break are reprinted first.
canonical_smiles | TDP1 cell noCPT | KAT2A inh | DT40 TDP1 CPT
O=C(c1cccc(F)c1)N1CCN(C(=O)C(c2ccccc2)c2ccccc2)CC1 | ? | 1% | -7%
CCCCC(CC)CNC(=O)CN(C)S(=O)(=O)c1cccc2nsnc12 (configuration not stated) | -29% | -16% | ?
Cc1ccccc1CN1CCCC(C(=O)N2CCCCC2)C1 (configuration not stated) | -22% | -2% | 0%
COc1cccc(Nc2n[nH]c(=S)s2)c1 | -1% | 4% | -15%
CCOC(=O)c1c(C)[nH]c(C(=O)OCC(=O)N(CC)c2c(N)n(Cc3ccccc3)c(=O)[nH]c2=O)c1C | 10% | . | -19%
COCCCN1C(=O)C(=O)/C(=C(/O)c2ccc(S(=O)(=O)N3CCCCC3)cc2)C1c1ccc(OC)cc1 (configuration not stated) | 7% | -1% | -4%
CCOC(=O)C(NCCc1ccccc1F)(NC(C)=O)C(F)(F)F (configuration not stated) | -3% | 6% | -13%
CC1CCN(c2cc(N(C)CCO)c([N+](=O)[O-])c3nonc23)CC1 | ? | -9% | ?
CCn1c(SCC(=O)NC(C)(C)C)nc(O)cc1=O | -2% | -3% | 5%
Cc1noc(C)c1COc1ccc(CC(=O)NCc2ccccc2)cc1 | 0.52µM* | -1% | 0.65µM*
CCOc1ccc(C2NC(=O)C(C#N)=C(S)N2c2cccc(C)c2)cc1OC (configuration not stated) | ? | 3% | ?
COc1ccc(N2CCN(C(CNC(=O)c3cccc(Cl)c3)c3cccnc3)CC2)cc1 (configuration not stated) | ? | -9% | ?
Cc1cc2occ(CC(=O)NC3(C)CCS(=O)(=O)C3)c2cc1C (configuration not stated) | -14% | 1% | -13%
C=CCOc1ccc(C2OC34CCCCC3C(C#N)(C#N)C2(C#N)C(=N)O4)cc1 (configuration not stated) | 6.5µM* | 2% | 13µM*
CCOCCn1c(CN2CCN(C(=O)c3ccco3)CC2)nc2c1c(=O)n(C)c(=O)n2C | -3% | ? | -13%
O=C(CO/N=C/c1ccccc1OC(F)F)N1CCc2ccccc21 | 10% | 1% | -3%
Cc1c(C(=O)NCc2cccc(Cl)c2)sc2nc3n(c(=O)c12)CCC3 | ? | -3% | ?
Cc1nccn1CC(=O)N/N=C/c1c[nH]c2ccccc12 | ? | -8% | -23%
N#CC(C#N)C(c1ccsc1)c1c(-c2ccccc2)[nH][nH]c1=O (configuration not stated) | ? | 1% | ?
c1ccc2c(c1)CCCN2Cc1nnnn1C1CCCC1 | -18% | -19% | 0%
Clc1ccc(-c2noc3ncnc(NC4CCCCC4)c23)cc1 | -19% | -2% | 3%
COc1ccc(OC)c(NC(=O)[C@H]2CC=CC[C@H]2C(=O)O)c1 | ? | 49%[activator] | -29%
CC(C)(C)c1ccc(OCCSc2nc(-c3cccs3)nc3cc(=O)[nH]n23)cc1 | ? | -27% | 18µM*
COc1ccc(Cl)cc1NC(=S)NC1CCCC1 | -22% | -20% | -12%
COc1ccc(Nc2nc(S(=O)(=O)c3ccc(C)cc3)c(Cl)s2)cc1 | ? | -8% | ?
CN(CC(=O)Nc1ccc(Cl)c(C(F)(F)F)c1)Cc1cc(=O)n2ccsc2n1 | ? | -5% | -18%
COc1ccc(C)cc1NC(=O)c1cc2c(=O)n3cccc(C)c3nc2s1 | -3% | -1% | 2%
CC(NCC1COc2ccccc2O1)C1COc2ccccc2O1 (configuration not stated) | -28% | 0% | -7%
NC(=NC1CCCCC1)NS(=O)(=O)c1ccccc1 | -6% | 4% | 34%[activator]
CSCCC(NC(=O)c1ccc([N+](=O)[O-])cc1Cl)C(=O)OCC(=O)NCCCc1ccccc1 (configuration not stated) | ? | -7% | -20%
CCCCNC(=O)c1ccc(-n2c(=S)[nH]c3ccccc3c2=O)cc1 | -6% | -3% | -3%
CSCCC(NC(=O)c1ccc([N+](=O)[O-])cc1Cl)C(=O)OCC(=O)NCC(F)(F)F (configuration not stated) | 14% | -8% | 13%

SMILES	TDP1 cell noCPT	KAT2A inh	DT40 TDP1 CPT
CC(C)(C)c1ccc(S(=O)(=O)N2CCN(C(=O)C3CCC3)CC2)cc1	18µM*	-9%	8.2µM*
C[C@H]1COC(=O)[C@H](NC(=O)OCC2c3ccccc3-c3ccccc32)C/C=C\C[C@H](CC(=O)N(CCO)Cc2ccccc2)C(=O)N1	9.2µM*	-1%	9.2µM*
CCOc1cc2c(cc1OCC)C(c1ccc(OC)c(OC)c1)N(c1ccc(C(=O)O)cc1)C(=O)C2 (configuration not stated)	-12%	-10%	27%
Cc1ccc(S(=O)(=O)N2CCN(C(=O)COC(=O)c3cccnc3Cl)CC2)c(C)c1	-15%	-6%	-15%
O=[N+]([O-])c1ncccc1OCc1ccc(-c2ccccc2)cc1	16µM*	-11%	?
CCCCNC(=O)C(CC)Sc1nnc(-c2ccc(F)cc2)c(-c2ccc(F)cc2)n1 (configuration not stated)	?	0%	?
COc1ccc(C(=O)Nc2ccccc2C(=O)OCc2cc(=O)n3nc(C4CC4)sc3n2)cc1	-3%	-2%	8%
COc1ccc(-n2c(=O)c3c4c(sc3n(Cc3cc(C)ccc3C)c2=O)CN(C(C)=O)CC4)c(OC)c1	23µM*	-7%	?
CCOC(OCC)P(=O)(O)CCCNCc1ccc(Cl)c(Cl)c1	?	-7%&-17%	-1%&5%
NC(=O)c1ccc(NC(=O)c2cc(S(=O)(=O)N3CCCCC3)ccc2N2CCOCC2)cc1	3%	-6%	3%
Cc1c(C(=O)O)cc(C(C)(C)C)n1CCSCCO	0%	1%	10%
Cc1cc(Cl)ccc1C(=O)C1CCCN(C(=O)CN2CCOC2=O)C1 (configuration not stated)	-11%	1%	-15%
Cc1cc(C)nc(NS(=O)(=O)c2ccc(NC(=O)Cc3ccccc3)cc2)n1	-23%	-6%	-9%
NS(=O)(=O)c1ccc(Cl)c(S(N)(=O)=O)c1	-4%&11%	8%	2%&-3%
COc1cc(/C=C/C(=O)OCC(=O)c2ccc(S(=O)(=O)N3CCCCC3)cc2)cc(OC)c1OC	-5%	-5%	?

2 compounds picked at random from those above, as already listed:
SMILES	TDP1 cell noCPT	KAT2A inh	DT40 TDP1 CPT
CC(C)NC(=O)COc1coc(CN2CCN(C(=O)c3ccco3)CC2)cc1=O	5%	-3%	-17%
COc1ccc(C)cc1NC(=O)c1cc2c(=O)n3cccc(C)c3nc2s1	-3%	-1%	2%

Quoted from the listing.
Reading for CCCCNC(=O)C(CC)Sc1nnc(-c2ccc(F)cc2)c(-c2ccc(F)cc2)n1 (configuration not stated) under KAT2A inh: 0%
Reading for Cc1cc(Cl)ccc1C(=O)C1CCCN(C(=O)CN2CCOC2=O)C1 (configuration not stated) under DT40 TDP1 CPT: -15%

Further results follow.
SMILES	TDP1 cell noCPT	KAT2A inh	DT40 TDP1 CPT
CCOc1ccccc1CNC(=O)CCCn1ccc2cc(S(=O)(=O)N3CCCC3)ccc21	21µM*	-23%&-10%	23µM*
Cc1ccn2cc(-c3cccc([N+](=O)[O-])c3)nc2c1	-23%	-2%	-6%
CN=C(NC)NCc1ccccc1	6%	.	-1%
O=c1c2c3c(sc2nc(NCCOCCO)n1Cc1ccco1)CCCCC3	-8%	-9%	?
CCCNC(=O)NC(=O)CSc1nnc(-c2c[nH]c3ccccc23)o1	?	-3%	?
CCN1C(=O)c2ccccc2S(=O)c2ccc(C(=O)N3CCN(c4cccc(C)c4)C(C)C3)cc21 (configuration not stated)	16µM*	-7%	?
C=CCN(c1ccc(Cl)cc1)S(=O)(=O)c1cccc(C(=O)OCC(=O)N(C)C)c1	?	-7%	-2%
Cc1ccc(C)c(NC(=S)/C(=C(\[O-])c2ccc(OC(F)F)cc2)[n+]2ccccc2)c1	?	1%	-25%
Cc1ccc(C)c(OCc2nc(-c3cccnc3)no2)c1	?	-7%	0%
C[n+]1ccc(/C=C/c2cc[n+](C)c3ccccc23)c2ccccc21	0.079µM*	.	0.1µM*
O=C(CNS(=O)(=O)c1ccccc1)NNC(=O)C(Cl)Cl	-12%	2%	-9%
O=C(COC(=O)C1CCC1)c1c[nH]c2ccccc12	-5%	-17%	-1%
